PAFAH2 inh: inhibitors of human PAFAH2; inhibition, % at 3.39 µM; recombinant PAFAH2, FP-rhodamine activity probe, fluorescence polarization; Q99487; hit rate 0.99% among 340,000; AID 492956;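 active = inhibition above the mean over all tested compounds plus 3 SD, cut at about 30% in these data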;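 also: inhibitors block probe labeling of enzyme so polarization drops; 0% = enzyme with DMSO and 100% = wells lacking PAFAH2 protein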
PAFAH1B3 FP inh: PAFAH1B3 (human) inhibition | Q15102 | recombinant PAFAH1B3, FP-rhodamine probe, fluorescence polarization | inhibition, % at 3.39 µM | hit rate 0.28% among 340,000 | AID 492972;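 active = inhibition above the screen-wide average of all tested compounds plus 3 SD, cut at about 25% in these data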;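 also: 0% = enzyme with DMSO only and 100% = wells lacking PAFAH1B3 protein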
GSTO1 inh: blocks human GSTO1 in RBBP9 counter-screen. hit rate 1.1% among 300,000. AID 1974. recombinant GSTO1, activity-based probe fluorescence polarization. inhibition, % at 5.96 µM. P78417;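 active = inhibition above the campaign mean inhibition plus 3 SD, cut at about 35% in these data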;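 also: 0% = GSTO1-1 with DMSO and 100% = wells lacking GSTO1-1 enzyme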
LYPLA1 counter: LYPLA1 (human) inhibition in PME1 counter-screen; recombinant LYPLA1, FP-Rh probe fluorescence polarization; inhibition, % at 5.9 µM; hit rate 0.16% among 320,000; O75608;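 active = inhibition above the mean of all tested compounds plus 3 SD, set per campaign, cut at about 14% in these data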;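 also: inhibitors block serine hydrolase probe labeling of LYPLA1 so polarization falls; 0% = enzyme with DMSO and 100% = wells lacking LYPLA1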
pPAFAH inh: pPAFAH (human) enzyme inhibition; Q13093; recombinant pPAFAH, FP-rhodamine probe fluorescence polarization; inhibition, % at 3.39 µM; hit rate 1.5% among 330,000;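 active = inhibition above the mean inhibition across the screen plus 3 SD, cut at about 25% in these data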;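 also: inhibitors block binding of the rhodamine activity-based probe so polarization drops; 0% = enzyme with DMSO and 100% = wells lacking pPAFAH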
PME-1 inh: PME-1 (human) inhibition; Q9Y570; recombinant PME-1, FP-Rh probe fluorescence polarization; inhibition, % at 5.9 µM; hit rate 0.53% among 320,000; AID 2130;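 active = inhibition above the campaign mean of all compounds plus 3 SD, cut at about 26% in these data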;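 also: competitive labeling of PME-1 active site by serine hydrolase directed probe; 0% = PME-1 with DMSO and 100% = wells lacking PME-1 enzyme; inhibitors block probe labeling so polarization falls and inhibition rises; many of its hits are not listed in these tables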
Target sequence (Q9Y570 whole entry, looked up): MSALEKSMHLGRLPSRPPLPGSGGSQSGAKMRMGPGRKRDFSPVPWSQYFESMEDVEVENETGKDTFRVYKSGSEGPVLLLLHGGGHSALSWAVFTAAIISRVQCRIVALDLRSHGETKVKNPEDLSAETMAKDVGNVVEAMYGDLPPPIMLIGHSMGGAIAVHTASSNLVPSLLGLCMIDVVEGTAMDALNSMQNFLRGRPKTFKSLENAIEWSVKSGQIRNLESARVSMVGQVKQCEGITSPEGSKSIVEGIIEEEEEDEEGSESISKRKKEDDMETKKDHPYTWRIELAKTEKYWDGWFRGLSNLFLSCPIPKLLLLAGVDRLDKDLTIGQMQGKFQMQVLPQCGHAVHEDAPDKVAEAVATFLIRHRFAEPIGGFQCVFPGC
LYPLA2 inh: blocks human lysophospholipase 2, a PME1 counter-screen. AID 2177. recombinant LYPLA2, FP-Rh probe fluorescence polarization. inhibition, % at 5.9 µM. hit rate 0.38% among 320,000;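 active = inhibition above the screen-wide mean plus 3 SD, limit set per campaign, cut at about 26% in these data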;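 also: 0% = LYPLA2 with DMSO and 100% = wells lacking LYPLA2 enzyme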
PAD4 inh: blocks human protein arginine deiminase 4; Q9UM07; recombinant PAD4, RCA probe fluorescence polarization; inhibition, % at 6.36 µM; hit rate 0.41% among 330,000;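 active = percent inhibition above a cutoff equal to the mean of all tested compounds plus 3 SD, cut at about 15% in these data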;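 also: 0% = PAD4 with RCA probe and DMSO and 100% = probe without PAD4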
Target sequence (Q9UM07 whole entry, looked up): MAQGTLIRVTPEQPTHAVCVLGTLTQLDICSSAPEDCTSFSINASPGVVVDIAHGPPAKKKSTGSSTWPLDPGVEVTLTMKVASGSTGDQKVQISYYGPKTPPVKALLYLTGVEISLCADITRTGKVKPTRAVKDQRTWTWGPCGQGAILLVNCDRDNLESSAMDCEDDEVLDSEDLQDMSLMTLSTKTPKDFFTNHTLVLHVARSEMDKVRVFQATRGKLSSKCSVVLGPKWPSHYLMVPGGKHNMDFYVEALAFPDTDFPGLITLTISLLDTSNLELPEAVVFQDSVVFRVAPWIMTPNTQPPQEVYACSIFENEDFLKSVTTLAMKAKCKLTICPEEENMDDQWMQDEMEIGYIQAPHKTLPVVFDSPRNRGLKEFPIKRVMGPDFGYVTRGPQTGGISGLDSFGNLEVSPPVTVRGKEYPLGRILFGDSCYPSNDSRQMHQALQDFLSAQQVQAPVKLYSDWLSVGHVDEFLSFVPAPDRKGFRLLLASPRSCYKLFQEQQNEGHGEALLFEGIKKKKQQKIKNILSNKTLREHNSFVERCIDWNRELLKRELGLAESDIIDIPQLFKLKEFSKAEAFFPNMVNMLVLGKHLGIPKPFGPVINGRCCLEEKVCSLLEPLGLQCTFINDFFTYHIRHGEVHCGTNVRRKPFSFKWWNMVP
PAFAH1B2 FP inh: blocks human PAF acetylhydrolase 1b catalytic subunit 2 | P68402 | recombinant PAFAH1B2, FP-rhodamine activity probe, fluorescence polarization | inhibition, % at 3.39 µM | hit rate 1.2% among 340,000;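 active = inhibition above the mean of all tested compounds plus 3 SD, cut at about 24% in these data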;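 also: 0% = enzyme with DMSO and 100% = wells lacking PAFAH1B2; many of its hits are not listed in these tables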
The depositor's hits bear a star; . = not tested or not shown. Some of the compounds tested; the hit share may differ from the screen's.

SMILES	PAFAH2 inh	PAFAH1B3 FP inh	GSTO1 inh	LYPLA1 counter	pPAFAH inh	PME-1 inh	LYPLA2 inh	PAD4 inh	PAFAH1B2 FP inh
COc1ccc(OC(C)C(=O)N2CC(C)OC(C)C2)cc1 (stereo not given)	-2	3	1	0	2	-1	11	-3	8
CNCC(O)CN1CCN(c2ccccc2OC)CC1 (stereo not given)	0	7	1	2	4	1	3	-2	4
O=C(Oc1ccc(-c2nnco2)cc1)c1ccco1	11	0	21	-1	-2	-10	4	5	-1
Cc1ccc(OCC(O)CN2CCCC2)cc1 (stereo not given)	1	5	4	-2	0	2	-1	-3	5
Cc1c(C)c(C)c(S(=O)(=O)N2CCNCC2)c(C)c1C	-3	3	5	-2	4	2	-4	1	-2
Cn1cccc1C(C(=O)NC1CCCCC1)N(C(=O)Cc1cccs1)c1ccc2c(c1)OCO2 (stereo not given)	4	6	1	0	0	1	-1	-6	-2
CC(C)c1cc(CNC(=O)CC2C(=O)NCCN2CC2CCCCC2)on1 (stereo not given)	4	1	2	-1	4	-1	0	-3	0
COc1cccc(-n2c(COc3ccc(C)cc3)nnc2SCC(N)=O)c1	0	12	2	-3	2	-2	0	-5	2
CCC1(C)Cc2ccccc2-c2nc(-c3ccccc3)oc(=O)c21 (stereo not given)	-7	-1	3	-4	2	-3	5	-5	1
O=C(N/N=C\c1ccc(-c2ccc([N+](=O)[O-])cc2)o1)C1COc2ccccc2O1 (stereo not given)	-8	-14	-2	-2	1	3	-1	0	-3
COc1ccc(N(CC(=O)NCc2ccco2)S(=O)(=O)c2c(C)nn(C)c2C)cc1	-4	1	4	-1	2	-2	-2	5	1
CCOc1ccc(C(=O)Nc2nnc(C3=COCCO3)o2)cc1	-1	3	-3	-1	-1	9	-5	-6	-2
Cc1ccc(S(=O)(=O)c2nc(S(C)(=O)=O)sc2N2CCCCCC2)cc1	-4	6	0	1	-1	6	-1	0	2
COc1ccccc1NC(=O)c1ccc(NC(=O)C2CC2C)cc1 (stereo not given)	-3	11	.	.	-4	.	.	-5	2
CC(NC(=O)NCCCn1ccnc1)(C(F)(F)F)C(F)(F)F	1	1	3	1	4	1	4	-4	2
O=C(NC(=S)Nc1cc(Cl)ccc1N1CCOCC1)c1ccccc1[N+](=O)[O-]	-4	3	1	-7	11	12	-8	-3	2
CC(C)(C)c1ccc2c(c1)OC(C(=O)N/N=C\c1ccc[nH]1)CO2 (stereo not given)	5	-3	14	-5	9	0	4	1	9
O=C(c1cc2nc(-c3ccco3)cc(C(F)(F)F)n2n1)N1CCN(c2ccccc2)CC1	0	6	11	2	5	-4	4	0	-1
CCC(=O)Nc1ccc(N2CCC(C)CC2)cc1	-24	-1	0	-3	1	-7	0	-1	2
CC1(c2nnc(-c3ccc(F)cc3)o2)CC(c2cccnc2)=NO1 (stereo not given)	4	15	-1	-1	1	0	0	4	5
Cn1c(=O)n(CC(=O)NCC2CCCO2)c(=O)c2c3c(sc21)CCCC3 (stereo not given)	3	8	5	6	3	-3	1	-2	-1
COCCCN1C(=O)C(=O)/C(=C(/O)c2ccc(S(=O)(=O)N3CCCCC3)cc2)C1c1ccc(F)cc1 (stereo not given)	8	7	3	-3	-4	-7	-3	-2	6
O=C(CN(C(=O)c1csnn1)c1ccc(F)cc1)NCCc1ccccc1	7	3	5	3	-4	1	8	1	8
CCC(Oc1ccc(F)cc1)C(=O)N1CCCCCCC1 (stereo not given)	3	7	2	-1	2	-2	-2	-3	4
Cc1ccc(S(=O)(=O)N(CC(O)CN2CCCCC2)c2ccccc2)cc1 (stereo not given)	10	2	6	-5	-8	-1	-2	5	-1
COc1ccccc1N1CCN(C(=O)CCCCn2c(=O)[nH]c3ccsc3c2=O)CC1	-1	-4	-4	0	7	-7	5	-1	-4
Cc1c(OC(C)C(=O)NCC(O)c2ccccc2)ccc2c3c(c(=O)oc12)CCC3 (stereo not given)	0	4	3	2	-1	2	0	-2	2
CCC(C(=O)NC1CCCC1)N(C(=O)Cn1nnc(-c2ccc(C)o2)n1)c1ccccc1OC (stereo not given)	0	0	2	-3	16	-5	-1	1	2
CCCCNC(=S)N/N=C/c1ccc(C)s1	-4	11	-8	2	7	1	3	4	4
O=C(c1cn(-c2ccccc2)nc1-c1cccs1)N1CCN(c2ccccc2)CC1	2	2	-3	-5	8	-2	-1	-4	0
CC(NC(=O)C(=O)Nc1nccs1)c1ccccc1 (stereo not given)	15	9	9	1	-2	-2	-2	6	10
CCOC(=O)COc1ccc(Br)cc1/C=C/c1[nH]c(=O)[nH]c(=O)c1[N+](=O)[O-]	4	2	-6	3	7	0	2	-16	21
CCN1C(=O)[C@H]2[C@@H](c3ccc(C)cc3)N3C(=O)N(c4cccc(Cl)c4)C(=O)[C@@]3(Cc3ccc(Cl)cc3)[C@H]2C1=O	0	10	-6	-3	8	-4	-6	2	2
C=CCN1C(=O)/C(=C\c2cccc(OC(=O)c3ccco3)c2)SC1=S	3	5	1	4	4	-1	-4	-3	5
CCCc1nnc(SCC(=O)Nc2ccc(OC)cc2)o1	10	1	1	2	5	0	-2	-1	1
O=C(NC(=S)Nc1cccc(O)c1)C1CCCCC1	-8	7	.	.	6	.	.	-2	2
COC(=O)c1ccc(NC(=O)CSCc2ccccc2)cc1	1	-4	-1	-3	8	-4	-6	0	8
COc1ccc(NS(=O)(=O)c2cc(N/C(=N\S(=O)(=O)c3ccccc3)c3ccc(F)cc3)ccc2Cl)cc1	-13	-10	-6	-33	-21	-57	-51	-2	-6
N#CCCN(C(=O)COC(=O)c1cc(=O)c2ccccc2o1)c1ccccc1	3	-1	.	0	3	0	-1	-7	6
CC1CCN(c2ccc3nnc(CCC(=O)NCCCOC(C)C)n3n2)CC1	7	6	-3	6	2	-4	8	4	4
CCCCN(CC)CCCNC(=O)C1c2ccccc2C(=O)N(C)C1c1cn(C)c2ccccc12 (stereo not given)	0	9	-3	0	0	2	-2	-1	-6
CCN(CC)C(c1ccc(F)cc1)c1nnnn1C1CCCCC1 (stereo not given)	0	9	-3	-1	-4	-3	-7	0	1
CCc1noc(C)c1C(=O)Nc1ccc(S(=O)(=O)N2CCCCC2)cc1	-5	1	4	0	4	-5	1	-5	2
O=C(Nc1ncn[nH]1)c1ccc(Cl)c(S(=O)(=O)N2CCCCCC2)c1	15	4	2	-1	4	1	2	-2	0
O=C(Nc1cccc(S(=O)(=O)N2CCCCC2)c1)c1ccc2c(c1)OCO2	8	-5	-6	-6	3	-2	-3	-6	0
COc1ccc(C(=O)N(C)CCCC2CCCC2)cc1OC1CCN(C(C)C)CC1	-7	2	5	0	2	-4	5	-2	-6
Cc1cccc(CCNC(=O)Cc2ccc(NC3=NC4CS(=O)(=O)CC4S3)cc2)c1 (stereo not given)	-9	0	1	-3	4	-1	-1	-4	2
CCc1ccc(NC(=O)CNS(=O)(=O)c2c(C)noc2C)cc1	-9	6	9	-3	-2	2	4	2	1
CC(CN1CCOCC1)OC(=O)COc1ccc(F)cc1 (stereo not given)	-8	5	0	-1	1	6	2	-1	2
Cc1cc(=O)n2nc(N3CCC(C(=O)NCc4ccccc4Cl)CC3)sc2n1	3	11	-10	6	-1	3	6	-4	2
CCCCc1c(O)nc(SCC(=O)NCCc2ccc(OC)c(OC)c2)[nH]c1=O	-1	2	5	-1	7	1	-3	-2	4
CC1CCN(S(=O)(=O)c2cccc(-c3cn4cc(Cl)ccc4n3)c2)CC1	-8	-9	-7	-10	-4	3	-9	3	10
C/C(=N\NC(=O)c1cccc([N+](=O)[O-])c1)c1cccnc1	-5	6	-4	-1	4	1	0	1	3
CC1(C)CC2(CCO1)CNC(=O)O2 (stereo not given)	-6	4	1	-1	2	0	-3	2	3
CCCC(=O)Nc1c(-c2ccccc2)c(=O)c(C)nn1-c1ccc(C)cc1	-3	3	-4	-1	4	12	3	3	5
CC(C)(C)OC(=O)NCCCC[C@H](NC(=O)c1[nH]cnc1C(=O)N[C@@H](Cc1ccccc1)C(=O)OCc1ccccc1)C(=O)OC(C)(C)C	0	-10	.	.	8	.	.	5	-2
COc1ccc(NC(=O)Cn2nnc(C(=O)NCCc3ccc(OC)c(OC)c3)c2N)cc1	-6	1	-6	-1	-3	-2	-3	-1	8
CCOC(=O)C1=C(CC)Nc2ccccc2N=C1NC(=O)c1oc2ccccc2c1C	-8	-2	-5	-11	-10	-5	-20	-6	-1
CC(=O)c1ccc(OCc2ccc(C(=O)c3ccccc3)cc2)cc1	-2	-1	-5	-1	5	-3	6	4	0
O=C(COc1cc(F)ccc1[N+](=O)[O-])Nc1cccc(Br)c1	4	1	0	-3	0	-4	-2	-5	-4

An excerpt of these results, with values under each structure.
The line under a structure holds: PAFAH2 inh	PAFAH1B3 FP inh	GSTO1 inh	LYPLA1 counter	pPAFAH inh	PME-1 inh	LYPLA2 inh	PAD4 inh	PAFAH1B2 FP inh
C/C(=N\NC(=O)c1cccc([N+](=O)[O-])c1)c1cccnc1
    -5	6	-4	-1	4	1	0	1	3
CC1(C)CC2(CCO1)CNC(=O)O2 (stereo not given)
    -6	4	1	-1	2	0	-3	2	3
CCCC(=O)Nc1c(-c2ccccc2)c(=O)c(C)nn1-c1ccc(C)cc1
    -3	3	-4	-1	4	12	3	3	5

Exported with two lines to a compound: part of the list above
The line under a structure holds: PAFAH2 inh, PAFAH1B3 FP inh, GSTO1 inh, LYPLA1 counter, pPAFAH inh, PME-1 inh, LYPLA2 inh, PAD4 inh, PAFAH1B2 FP inh
COc1ccc(OC(C)C(=O)N2CC(C)OC(C)C2)cc1 (stereo not given)
 : -2, 3, 1, 0, 2, -1, 11, -3, 8
CC(C)(C)c1ccc2c(c1)OC(C(=O)N/N=C\c1ccc[nH]1)CO2 (stereo not given)
 : 5, -3, 14, -5, 9, 0, 4, 1, 9
COCCCN1C(=O)C(=O)/C(=C(/O)c2ccc(S(=O)(=O)N3CCCCC3)cc2)C1c1ccc(F)cc1 (stereo not given)
 : 8, 7, 3, -3, -4, -7, -3, -2, 6
COc1ccc(NS(=O)(=O)c2cc(N/C(=N\S(=O)(=O)c3ccccc3)c3ccc(F)cc3)ccc2Cl)cc1
 : -13, -10, -6, -33, -21, -57, -51, -2, -6
Cn1c(=O)n(CC(=O)NCC2CCCO2)c(=O)c2c3c(sc21)CCCC3 (stereo not given)
 : 3, 8, 5, 6, 3, -3, 1, -2, -1
O=C(NC(=S)Nc1cccc(O)c1)C1CCCCC1
 : -8, 7, ., ., 6, ., ., -2, 2

From PubChem
